# High-throughput results deposited in PubChem BioAssay by Small Molecule Screening Facility, UW Madison.
# RMI-FANCM inh: inhibitors of human RMI core complex binding to FANCM MM2. Fluorescence polarization, RMI core complex with F-MM2 peptide; hits give low values. FP signal (polarization) at 33 µM. hit rate 0.58% among 70,000. AID 1159607; in the data active = FP signal below about 40; also: inactives centre near 61; strong numbers were not always called active; unit not given here
# * hit, by the source's call; & = joins results of further samples. Only part of the results is shown; rates above refer to the full screens.
SMILES,RMI-FANCM inh
CCOC(=O)N1CCN(C(=O)CSc2ccc(Cl)cc2)CC1,58
COc1ccc(OCC(=O)N2CCOC(c3ccccc3)C2)cc1 (stereo not drawn),61
O=C(Nc1nc2c(s1)COc1ccccc1-2)c1ccc([N+](=O)[O-])o1,55
O=C(/C=C/c1ccccc1)Nc1nnc(-c2ccc3c(c2)OCO3)o1,90
O=C(NCC1CCCO1)C1CC(=O)N(C2CCCCC2)C1 (stereo not drawn),58
Cc1ccc2oc(C(=O)Nc3nc4ccccc4s3)cc2n1,56
COc1ccc(N2C(=O)CN(CCc3cccc(OC)c3)C3CS(=O)(=O)CC32)cc1 (stereo not drawn),55
C=CCn1c(=S)sc2c(Sc3nc4ccccc4[nH]3)ncnc21,61
O=c1[nH]c(-c2ccccn2)nc2c1CSCC2,60
CN(C)c1ccc(CCNC(=O)C(=O)Nc2ccc3c(c2)OCCO3)cc1,101
O=c1c(O[C@@H]2O[C@H](CO)[C@@H](O)[C@H](O)[C@H]2O)c(-c2ccc(O)c(O)c2)oc2cc(O)cc(O)c12,74
CSc1ccc(-c2noc(CSc3nc(-c4ccccc4)cc(=O)[nH]3)n2)cc1,69
Cc1cccc(C(=O)NCC(=O)N/N=C\c2ccc(Cl)cc2)c1,65
O=C(Oc1ccccc1[N+](=O)[O-])N(c1ccccc1)c1ccccc1,56
O=[N+]([O-])c1cccc(C(Nc2nc3c(s2)CCCC3)c2ccc3cccnc3c2O)c1 (stereo not drawn),59
CCN(CC)C(=O)N1CCN(C)CC1,66&49
CCOc1ccc(-c2noc(-c3cc(-c4cccs4)[nH]n3)n2)cc1,117
Cc1ccc(CC(=O)Nc2ccccc2C#N)cc1,62
CC(C)S(=O)(=O)c1ccc(CC(=O)O)cc1,72
CCOC(=O)c1csc(N)n1,60
Cc1csc2ncnc(NNC(=O)c3ccc(Cl)cc3)c12,54
O=C1c2ccccc2C(=O)N1CN1CCN(c2ccc(C(F)(F)F)cn2)CC1,59
CN(C1CCCCC1)S(=O)(=O)c1ccc(C(O)=C(C#N)c2nc3ccccc3n2C)cc1,65
O=C(O)C1CCN(S(=O)(=O)c2ccc(Cl)s2)CC1,60

# In the list so far, these contain a thiophene ring, fused or not:
SMILES,RMI-FANCM inh
CCOc1ccc(-c2noc(-c3cc(-c4cccs4)[nH]n3)n2)cc1,117
Cc1csc2ncnc(NNC(=O)c3ccc(Cl)cc3)c12,54
O=C(O)C1CCN(S(=O)(=O)c2ccc(Cl)s2)CC1,60

# Later entries
SMILES,RMI-FANCM inh
CCOC(=O)c1c(NC(=O)CSc2nnc3scc(-c4ccccc4)n23)sc(C)c1C,88
COc1ccc(NC(=O)CSc2nnc(-c3ccc(=O)n(C)c3)n2C)c(OC)c1,65
Cc1cc(C)cc(NC(=O)N2CCCCCC2)c1,63
CCn1c(=NC(=O)c2ccnn2C)sc2cc(C)ccc21,65
CSc1n[nH]c(-c2cc(C(C)(C)C)oc2C)c1C#N,49
COc1cccc2sc(NC(=O)c3ccc([N+](=O)[O-])cc3)nc12,71
O=C(c1csc(Nc2ccccc2)n1)N1CCN(c2cccc(Cl)c2)CC1,65
CS(=O)(=O)c1ccc(-c2nnc(SCC(=O)c3ccccc3)o2)cc1,64
Cc1ccc(-c2csc3c(=O)n(C)c(SCC(=O)NCc4ccco4)nc23)cc1,61
S=c1[nH]nc(-c2ccc3c(c2)OCCO3)o1,69
CCC1CCC(C(=O)NC(C(=O)NCc2ccco2)C(C)C)CC1 (stereo not drawn),56
Cc1nc2ccccn2c(=O)c1NC(=O)c1cccs1,59

# Six consecutive compounds out of the list so far, for reference:
SMILES,RMI-FANCM inh
CCOC(=O)N1CCN(C(=O)CSc2ccc(Cl)cc2)CC1,58
COc1ccc(OCC(=O)N2CCOC(c3ccccc3)C2)cc1 (stereo not drawn),61
O=C(Nc1nc2c(s1)COc1ccccc1-2)c1ccc([N+](=O)[O-])o1,55
O=C(/C=C/c1ccccc1)Nc1nnc(-c2ccc3c(c2)OCO3)o1,90
O=C(NCC1CCCO1)C1CC(=O)N(C2CCCCC2)C1 (stereo not drawn),58
Cc1ccc2oc(C(=O)Nc3nc4ccccc4s3)cc2n1,56

# Additional structures:
SMILES,RMI-FANCM inh
Cc1ccc(S(=O)(=O)Nc2ccc3ncccc3c2)cc1,57&59
CCSc1ccccc1NC(=O)c1nnn(-c2ccccc2)c1C,66
Cc1nnc2sc(SCc3ccc(Cl)c(Cl)c3)nn2c1=O,60
CCCCC(=O)Nc1cc([N+](=O)[O-])ccc1OC,63
CN(C)c1ccc(C(CNC(=O)C(=O)Nc2ccc3c(c2)OCO3)N2CCc3ccccc3C2)cc1 (stereo not drawn),147
O=C(Cc1ccc(F)cc1)NCC1CCN(C2CCCC2)CC1,51&76
O=C1CCCC(O)=C1Br,54
O=C(Cc1cc(=O)[nH]c(SCc2ccccc2)n1)NCC1CCCCC1,60
CCOC(=O)/C(C#N)=C1\SC=C(c2ccccc2)N1c1c(C)cccc1C,61
CCOC(=O)Cc1csc(-c2ncc(C(F)(F)F)cc2OCC)n1,57
COc1ccccc1N=Cc1sc(=S)n(C2CCCC2)c1O,8
CC(C)N1CCC(CNC(=O)c2c(F)cccc2Cl)CC1,67
CCS(=O)(=O)N1CCc2ccc(NS(=O)(=O)CC(C)C)cc2C1,64
COC(=O)c1c(NC(=O)CSc2nc3scc(-c4ccccc4)c3c(=O)n2-c2ccccc2)sc2c1CCCCC2,69
O=C(Cc1ccccc1)Nc1ccc(Nc2ccc(-n3cccn3)nn2)cc1,53
O=C(Cc1ccc(Cl)cc1)NCCOc1ccc2nnc(-c3cccc(F)c3)n2n1,70
COc1cc2nc(NC(=O)/C=C/c3ccccc3Cl)sc2cc1OC,75
COc1ccc(C(O)P(=O)(OC2CC(C)CCC2C(C)C)c2ccc(N(C)C)cc2)c(OC)c1 (stereo not drawn),55
CCOc1cc(C(=O)Nc2ccc3c(c2)CC(=O)N3C)cc(OCC)c1OCC,55
CCc1ccc(S(=O)(=O)Nc2ccc(-c3ccc(S(=O)(=O)CC)nn3)cc2)s1,66
Cc1ccc2c(CC(=O)NCc3cccs3)cc(=O)oc2c1,65
Cc1cc(N2CCOCC2)nc(SCC(=O)c2ccc(Cl)cc2)n1,61
COc1cc(/C=C(\C#N)C(=O)Nc2ccccc2Cl)cc(OC)c1OC,64
COc1ccc(-c2cc(=O)n(CC(=O)Nc3nc4ccc(C)cc4s3)cn2)cc1,87
CSc1nc2ccc3nc(NC(=O)CCSc4ccccc4)sc3c2s1,71
O=C(NCc1ccco1)C(=O)Nc1ccc(N2CCCS2(=O)=O)cc1,63
CCOc1cc(-c2nnc(NC(=O)COc3ccc(Cl)cc3)o2)cc(OCC)c1OCC,60
COC(=O)c1ccc2c(=O)n(CC(C)C)c(=S)[nH]c2c1,63
Cc1ccccc1NC(=S)NCc1cccnc1,55
O=C(Cc1cc(=O)[nH]c(SCc2ccccc2)n1)Nc1nccs1,63
CCOc1ccc(NC(=O)Cn2cccc(-c3nc(-c4ccc(Cl)cc4)no3)c2=O)cc1,111
COC(=O)c1sc(-c2ccccc2)cc1NC(=O)c1cc(-c2cccs2)nc2ccccc12,63
O=C(NNC(=O)c1csc(-c2cnccc2C(F)(F)F)n1)Nc1cccc(Cl)c1,51
O=C(NCCc1c[nH]c2ccccc12)C(=O)Nc1ccc(OC(F)(F)F)cc1,55
COC(=O)c1ccsc1NC(=O)c1cccc(S(C)(=O)=O)c1,56
O=C(N/N=C\c1cc(Cl)cc(Cl)c1O)c1ccncc1,15
Cc1ccc(Nc2cc(C)nc(Nc3ccc(NS(=O)(=O)c4ccc5cccc6c5c4CC6)cc3)n2)cc1,63
O=C(CC1(O)C(=O)Nc2ccc(Cl)cc21)c1cccs1 (stereo not drawn),58
Cc1ccc(-n2ncc3c(C4CC4)nn(CC(=O)N(C(C)C)C(C)C)c(=O)c32)c(C)c1,66
CCc1c(O)c(Cc2ccccc2)c(=O)n(-c2nccs2)c1-c1ccccc1,56
O=C(Cc1ccccc1)Nc1nnc(-c2ccc(Br)cc2)o1,64
CCS(=O)(=O)c1ccc(C(=O)N=c2sc3cccc(Cl)c3n2C)cc1,92
CC(=O)N1CCN(C(=O)C(=O)NCCc2csc3nc(-c4ccc(F)cc4)nn23)CC1,58
CC1CN(c2ncnc3c2cnn3CCNC(=O)c2cccc(C(F)(F)F)c2)CC(C)O1 (stereo not drawn),63
Cc1ccc(NC(=O)N2CCN(c3ccc4nnc(C5CC5)n4n3)CC2)cc1F,70
CC(=O)c1sc(COc2cccc(Cl)c2)nc1C,51
O=c1cc(O)n(Cc2ccco2)c(=S)[nH]1,26*
COc1ccccc1N1CCN(CCNC(=O)c2c(C)cc(C)cc2C)CC1,61
CS(=O)(=O)OC1C=CS(=O)(=O)C1 (stereo not drawn),59
O=S(=O)(c1ccccc1)N(Cc1ccccn1)Cc1ccccn1,56
O=c1ccc(-c2ccc3c(c2)OCO3)nn1Cc1nc(-c2ccc3c(c2)OCO3)no1,102
CCn1nc(C)cc1C(=O)Sc1ccc(C)cc1,50
Cc1cccc(NC(=O)N2CCN(Cc3nc(-c4cccs4)cs3)CC2)c1,62
O=C(Cn1c2c(c(=O)n(C3CCCCC3)c1=O)CCC2)NCc1ccc2c(c1)OCO2,63
CN(C)c1ccc(C(CNC(=O)C(=O)NCc2ccc(F)cc2)N2CCOCC2)cc1 (stereo not drawn),63
Cc1cn([C@H]2C[C@@H](N=[N+]=[N-])[C@@H](CO)O2)c(=O)[nH]c1=O,55
CC(=O)Nc1ccc(S(=O)(=O)C[N+](=O)[O-])cc1,60
O=S(=O)(NCCc1c[nH]c2ccccc12)c1cccc2nsnc12,52&60
CC(=O)c1c(C)oc2ccc(N(C(=O)/C=C/c3ccccc3)S(=O)(=O)c3ccc(Cl)cc3)cc12,77
O=C(O)c1cc(C23CC4CC(CC(C4)C2)C3)ccc1O,55

# Continuation.
SMILES,RMI-FANCM inh
NC(=O)C1CCN(C(=O)c2c[nH]c3c(C(F)(F)F)cccc3c2=O)CC1,68
Cc1cc(C)c(S(=O)(=O)N2CCN(c3ccc4nncn4n3)CC2)cc1C,67
C=CCSc1nnc(CCCCCN2C(=O)c3cccc4cccc(c34)C2=O)o1,55
NC1CC(=O)N(Cc2ccccc2)C1 (stereo not drawn),65
COc1ccc(C(=O)Nc2cccc(-c3ccc(N4CCN(C)CC4)nn3)c2)c(OC)c1,61
O=C(CSc1nc(-c2cccc([N+](=O)[O-])c2)cs1)c1ccc2c(c1)OCO2,73
COc1ccc(CC(=O)Nc2cc(N3CCCS3(=O)=O)ccc2C)cc1OC,61
CCOC(=O)c1sc2nc(C)cc(C)c2c1NC(=O)C1COc2ccccc2O1 (stereo not drawn),58
O=C(OCc1ccccc1)c1ccccc1,55
C=C(C)c1cccc(C(C)(C)NC(=O)NNC(=O)c2cccnc2)c1,65
Cc1cc(NC(=O)C(=O)NCCc2ccc(N3CCCC3)cc2)no1,73
COC(=O)C(C)Sc1nnc(Cc2cc(=O)[nH]c(=O)[nH]2)n1-c1ccc(Cl)cc1 (stereo not drawn),53
Cc1nn(C2CCS(=O)(=O)C2)c2nc(-c3ccccc3)cc(C(=O)Nc3ccccc3C(N)=O)c12 (stereo not drawn),59&76
NC(=O)C1CCN(C(=O)Cc2csc(SCc3ccc(Cl)cc3)n2)CC1,57
COC(=O)C1=C2CC=CC2C(C(=O)OC)C1=O (stereo not drawn),41
O=C(NCCn1nc(-c2ccc(Cl)cc2)ccc1=O)NCc1ccccc1,64
O=C(Cn1nc2ccc(SCc3ccc(Cl)cc3)nn2c1=O)Nc1ccc(F)c(F)c1,74
COc1ccc(C)c2sc(N(Cc3ccccn3)C(=O)CN3C(=O)c4ccccc4C3=O)nc12,59
CCCCc1ccc(N=C2NC(=O)/C(=C/c3ccc(OCC)c(OC)c3)S2)cc1,91
Nc1cc(-c2ccc(Cl)cc2)nc(N)n1,44
COC(=O)c1sc(N2CCCC2)c(C#N)c1-c1cccs1,55
CC1(C)C(=O)NCCN1C(=O)C1CCCN(S(=O)(=O)c2cccs2)C1 (stereo not drawn),55
Cc1ccccc1C(=O)NCCSc1c(-c2ccccc2)[nH]c2ccccc12,91
O=C(CCCS(=O)(=O)c1ccc(F)cc1)Nc1nnc(-c2cc3ccccc3o2)o1,66
COc1ccc(-c2c3c(nc4sc(C(=O)Nc5ccc(Cl)cc5)c(N)c24)CC(C)(C)CC3=O)cc1,90
CCOC(=O)C1CCCN(c2nc3ccccc3nc2S(=O)(=O)Cc2ccc(Cl)cc2)C1 (stereo not drawn),72
O=C(CCSc1ccc(F)cc1)Nc1cccc2c1C(=O)NC2=O,52
COc1ccc(-c2ccc(N3CCCC(C(=O)N4CCN(C(=O)c5ccco5)CC4)C3)nn2)cc1 (stereo not drawn),61
O=S(=O)(NCCOc1ccc2nnc(-c3cccc(F)c3)n2n1)c1cc(F)ccc1F,67
CN1CCc2cc(C(CNC(=O)C(=O)Nc3cc(F)ccc3F)N(C)C)ccc21 (stereo not drawn),69
CCOc1ccc(C(=O)Nc2ccc(-c3csc(C)n3)cc2)cc1,61
COc1ccc(NC(=O)CSc2ncnc3sc4c(c23)CCCCC4)cc1,83
COc1ccc(N2CC(CNS(=O)(=O)c3ccc(Cl)cc3)CC2=O)cc1 (stereo not drawn),58
COc1ccc(S(=O)(=O)NCCc2ccccc2)c(C)c1C,60
CCOc1ccc(-c2csc(-n3nc(C)cc3NC(=O)COc3ccccc3OC)n2)cc1,84
COc1ccc(/C=C\C(=O)N2CCN(c3nc4cc(C)cc(C)c4s3)CC2)cc1OC,61
COc1cc2c(cc1OC)CN(C(=O)CSc1nnc3scc(-c4ccccc4)n13)CC2,63
CC(C)(Oc1ccc(Cl)cc1)C(=O)NCCn1ncc2c(=O)n(Cc3cccc(C(F)(F)F)c3)cnc21,66

# Quoted at random: three entries already listed.
SMILES,RMI-FANCM inh
COc1cc2c(cc1OC)CN(C(=O)CSc1nnc3scc(-c4ccccc4)n13)CC2,63
CCOC(=O)C1CCCN(c2nc3ccccc3nc2S(=O)(=O)Cc2ccc(Cl)cc2)C1 (stereo not drawn),72
O=S(=O)(NCCOc1ccc2nnc(-c3cccc(F)c3)n2n1)c1cc(F)ccc1F,67
